Screening results deposited in PubChem by The Scripps Research Institute Molecular Screening Center.
OX1R antag-1: antagonists of human orexin 1 receptor | O43613 | CHO/OX1R cells, Fluo-8 calcium fluorescence, orexin A | actives 0.43% (n = 330,000) | AID 434989 | inhibition, % at 5 µM;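 active = inhibition above its plate's threshold, mean inhibition of all tested compounds on the plate plus 3 SD, cut at about 37% in these data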;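 note: 0% = orexin A challenge wells and 100% = SB-334867-A antagonist wells; not every result past the cut was called active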
Target sequence (O43613 whole entry, looked up): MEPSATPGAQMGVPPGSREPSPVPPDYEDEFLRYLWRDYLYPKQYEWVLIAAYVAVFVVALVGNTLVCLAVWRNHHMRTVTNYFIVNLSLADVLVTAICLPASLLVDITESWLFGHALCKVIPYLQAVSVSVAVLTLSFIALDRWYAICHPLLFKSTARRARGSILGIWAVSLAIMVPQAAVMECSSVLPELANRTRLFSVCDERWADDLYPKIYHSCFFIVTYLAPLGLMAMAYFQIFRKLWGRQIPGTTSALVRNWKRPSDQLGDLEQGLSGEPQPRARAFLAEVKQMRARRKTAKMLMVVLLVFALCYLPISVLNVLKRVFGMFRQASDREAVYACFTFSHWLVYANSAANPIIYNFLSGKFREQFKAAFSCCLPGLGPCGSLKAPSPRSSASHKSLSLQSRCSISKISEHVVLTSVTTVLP
OX1R antag-2: blocks the human orexin 1 receptor; OX1R-expressing cells, FRET antagonist read-out; inhibition, % at 6.6 µM; actives 1.8% (n = 330,000); AID 485270; in the data active = inhibition mostly above about 38%, no sharp cut-off; inactive = mostly below about 40%;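 note: 0% = agonist challenge alone and 100% = reference antagonist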
* marks the source's active call; other numbers are inactive results.

SMILES	OX1R antag-1	OX1R antag-2
O=C(Nc1ccc(-c2nnn(CC(=O)N3CCN(C(=O)c4ccco4)CC3)n2)cc1)c1ccccc1F	-18	11
CCOc1ccc(NS(=O)(=O)c2ccc(C(=O)NCCCN3CCOCC3)cc2)cc1	18	10
COC(=O)CC1C(=O)NCCN1C(=S)Nc1ccccc1Cl (centres undefined)	-5	-3
CC(CN1CCOCC1)OC(=O)C1COc2ccccc2O1 (centres undefined)	10	18
COc1ccc(CCNC(=O)CSc2nc(N)c3c(C)c(C)oc3n2)cc1OC	-18	13
Cc1ccc(CSC2=Nc3ccccc3C3=NC(CC(=O)NCc4ccco4)C(=O)N23)cc1 (centres undefined)	-6	29
Cc1ccc(-n2c(SCC(=O)N3CC(=O)Nc4ccccc43)nc3ccccc3c2=O)cc1C	15	72*
CCN1C(=O)N[C@@H](c2ccccc2)C(C(=O)OC)=C1C	-18	18
CC(C)(C)NC(=O)CN(C(=O)CNS(=O)(=O)c1ccccc1)c1ccc2c(c1)OCCO2	-23	12
O=C(C1=C[C@H](c2ccc(C(F)(F)F)cc2)C[C@H](OCc2ccc(CO)cc2)O1)N1CCCCCCC1	-28	7
Cn1c(Cc2cccs2)nnc1SCC(=O)Nc1ccc(C(N)=O)cc1	-6	15
Cc1cccc(C(=O)N2CCc3cc(-c4csc(NC(=O)CN5CCCC5)n4)ccc32)c1	-32	15
CC(C)(CO)NC(=S)NCc1ccco1	-18	11
CCOC(=O)c1sc(=NC(=O)c2ccc(C)c(C)c2)n(C)c1C	-19	13
Cc1cc(Cl)c(S(=O)(=O)Nc2ccc3c(c2)OCCO3)cc1OCC(=O)NC1CCCCC1	-19	1
COc1ccccc1NC(=O)C(=O)/C=C(\O)c1ccccc1	-7	4
CC(=O)Oc1ccc2oc3c(c2c1)C(=O)CCC3	1	16
Cc1cc(NC(=O)CSc2nccn2-c2cccc(C)c2C)no1	-3	27
CCOC(CCNC(=O)c1cn(-c2cccc(C)n2)cn1)OCC	-4	10
Cc1ccc(S(=O)(=O)N2CCN(C(=O)c3ccccc3Cc3ccccc3)CC2)c(C)c1	-28	3
COc1cccc2c1[C@@H]1CN(CCCCn3c(=O)[nH]c4c(sc5ncc(-c6ccccc6)nc54)c3=O)C[C@@H]1CO2	-36	14
C/C(=N/NC(=O)c1ccoc1C)c1cccc(NC(=O)C(F)(F)F)c1	-9	14
COc1ccc(N2CCN(C(=O)CCCC(=O)c3ccccc3)CC2)cc1	-8	12
COc1cccc(/C=N/NC(=O)C(=O)Nc2ccccc2OC(F)(F)C(F)F)c1O	-2	97*
CCOC(=O)C1=C(C)C(c2cccc(Oc3ccccc3)c2)NC(=S)N1 (centres undefined)	-21	24
COc1ccc(CNC(=O)C2CCN(C(=O)c3ccc(-c4ccccc4)cc3)CC2)cc1	-19	4
CCOC(=O)CC(=O)Nc1ncnc2c1C(c1ccccc1)c1c(ccc3ccccc13)O2 (centres undefined)	-27	13
CC(=O)Nc1cccc(C(=O)N/N=C/c2cccc(C)n2)c1	-12	6
O=S(=O)(Nc1ccc(F)cc1)c1ccc(NC(=S)Nc2ccccc2)cc1	2	2
Cc1ccc(Cl)cc1NC(=O)c1ccc(CSc2nnnn2C)cc1	-18	1
COc1ccc(S(=O)(=O)N2CCCCC2)cc1NS(=O)(=O)c1ccc(CNC(C)=O)cc1	10	4
CC(=O)C1=C(c2ccccc2)NC(=O)NC1c1ccccc1OCC(=O)NCc1ccccc1 (centres undefined)	-34	14
CCN(CC)c1ccc(N2C(=O)/C(=C/c3cccs3)SC2=S)cc1	-4	3
O=C(CN(Cc1ccco1)C(=O)CNS(=O)(=O)c1ccc(F)cc1)NCc1ccco1	-17	19
CCOC(=O)c1sc(NC(=O)c2ccc(C)o2)nc1C	19	54*
CC1(C)CC(=O)C2=C(C1)N(Cc1ccco1)C(=O)C2(NC(=O)c1ccc(Cl)cc1Cl)C(F)(F)F (centres undefined)	-31	8
C/C(=N\NC(=O)C1CCCN(S(=O)(=O)c2ccccc2)C1)c1ccncc1 (centres undefined)	-14	16
CCn1nc(C)c(CNC(=O)C2CCC(=O)N(CCc3ccc(Cl)cc3)C2)c1C (centres undefined)	3	-2
CC(=O)Nc1ccc(NC(=O)/C(Cl)=C/c2ccccc2)cc1	-12	6
CCN(C(=O)COn1nnc2ccc(S(=O)(=O)N(C)C)cc21)C1CCS(=O)(=O)C1 (centres undefined)	1	-6
O=C(CCCC(=O)Nc1ccc(Br)cc1)N/N=C/c1ccccc1	-28	14
COc1c(Cl)cc(Cl)cc1CNCCNCC(C)O (centres undefined)	-10	18
Cn1nc(C(=O)NNC(=O)CCOc2ccc(C(C)(C)C)cc2)c2ccccc2c1=O	-11	1
CC(=O)c1cccc(NC(=O)CSc2n[nH]c(=O)n2C2CC2)c1	-4	10
CCOc1ccc(CCNC(=O)CN2C(=O)NC3(CCCC3)C2=O)cc1OCC	-42	15
CC(C)N(C(=O)[C@H]1C[C@H](CC(=O)NC(C)(C)C)C(=O)N2CCc3c([nH]c4ccc(Cl)cc34)[C@]12C)C(C)C	-34	9
COc1ccccc1CNC(=S)NCc1ccc(F)cc1	-2	18
Cc1ccc(CC2CC(=O)N(Cc3ccco3)C2=O)cc1 (centres undefined)	-14	7
CCOC(=O)c1c[nH]n2c(=O)cc(C)nc12	8	0
Cc1nnc(SCC(=O)N(C)C2CCS(=O)(=O)C2)n1Cc1ccccc1 (centres undefined)	-16	4
New compounds follow:
SMILES	OX1R antag-1	OX1R antag-2
S=C(NC1CCCCC1)N1CCn2cccc2C1c1cccnc1 (centres undefined)	-4	24
O=C(NNc1ccccn1)c1ccc(Cl)nc1	-14	19
Cc1ccc(C)c(NC(=O)CSc2nc3c(c(=O)n2C)SC(C)C3)c1 (centres undefined)	-27	18
O=C(O)CCCCCNS(=O)(=O)c1cccc2nsnc12	-16	52
Cc1ccc(N=C2C(=O)Nc3ccccc32)cc1	0	4
COc1ccc2c(c1)CCNC2Cc1ccc(OC)c(O)c1 (centres undefined)	-5	15
CC(C)c1ccc(N(C(=O)CNC(=O)c2ccco2)C(C(=O)NC2CCCC2)c2ccncc2)cc1 (centres undefined)	-33	4
CCSc1cc(C)nc2ncnn12	-9	15
COc1ccc(-c2csc(N(Cc3ccccc3)C(=O)COc3ccc(Cl)cc3)n2)cc1	-8	0
NS(=O)(=O)c1cc(C(=O)OCC(=O)c2ccc3c(c2)OCCO3)ccc1Cl	-6	9

Given with values under each structure: entries from further up
Under each structure – OX1R antag-1, OX1R antag-2
> CC(=O)c1cccc(NC(=O)CSc2n[nH]c(=O)n2C2CC2)c1
  -4, 10
> CCOc1ccc(CCNC(=O)CN2C(=O)NC3(CCCC3)C2=O)cc1OCC
  -42, 15
> CC(C)N(C(=O)[C@H]1C[C@H](CC(=O)NC(C)(C)C)C(=O)N2CCc3c([nH]c4ccc(Cl)cc34)[C@]12C)C(C)C
  -34, 9
> COc1ccccc1CNC(=S)NCc1ccc(F)cc1
  -2, 18
> Cc1ccc(CC2CC(=O)N(Cc3ccco3)C2=O)cc1 (centres undefined)
  -14, 7
> CCOC(=O)c1c[nH]n2c(=O)cc(C)nc12
  8, 0
> Cc1nnc(SCC(=O)N(C)C2CCS(=O)(=O)C2)n1Cc1ccccc1 (centres undefined)
  -16, 4
> S=C(NC1CCCCC1)N1CCn2cccc2C1c1cccnc1 (centres undefined)
  -4, 24
> O=C(NNc1ccccn1)c1ccc(Cl)nc1
  -14, 19
> Cc1ccc(C)c(NC(=O)CSc2nc3c(c(=O)n2C)SC(C)C3)c1 (centres undefined)
  -27, 18
> O=C(O)CCCCCNS(=O)(=O)c1cccc2nsnc12
  -16, 52
> Cc1ccc(N=C2C(=O)Nc3ccccc32)cc1
  0, 4
> COc1ccc2c(c1)CCNC2Cc1ccc(OC)c(O)c1 (centres undefined)
  -5, 15
> CC(C)c1ccc(N(C(=O)CNC(=O)c2ccco2)C(C(=O)NC2CCCC2)c2ccncc2)cc1 (centres undefined)
  -33, 4
> CCSc1cc(C)nc2ncnn12
  -9, 15
> COc1ccc(-c2csc(N(Cc3ccccc3)C(=O)COc3ccc(Cl)cc3)n2)cc1
  -8, 0
> NS(=O)(=O)c1cc(C(=O)OCC(=O)c2ccc3c(c2)OCCO3)ccc1Cl
  -6, 9

The listing continues:
SMILES	OX1R antag-1	OX1R antag-2
COc1ccc(CCn2c(=O)[nH]c3cc(C(=O)NCCCN4CCOCC4)ccc3c2=O)cc1OC	-23	27
O=C(CNS(=O)(=O)c1cccs1)NCCc1ccc(Cl)cc1	-28	27
COc1ccc(CN2CCN(C(=O)CCC(=O)Nc3nnc(C4CCCCC4)s3)CC2)cc1F	-14	3
COC(=O)N/N=C/c1ccc(-c2cccc(Cl)c2)o1	-12	35
O=C(NCc1ccc2c(c1)OCO2)c1ccc(N2CCCC2=O)cc1	-19	14
COc1ccc(C(C(O)C(=O)c2c[nH]c3ccccc23)N2CCN(c3ccc(OC)cc3)CC2)cc1 (centres undefined)	-5	1
CCc1ccc(C2CC(c3cccc(OC)c3)n3nc(N)nc3N2)cc1 (centres undefined)	-7	10
Cc1nc2nc(COc3ccccc3)[nH]n2c(=O)c1C	1	4
COc1ccc(CN2CCN(C(=O)c3ccco3)CC2)cc1OCc1ccccc1	-31	40
O=C(C[n+]1ccc2ccccc2c1)c1ccc(NC(=O)c2ccccc2)cc1	-15	21
O=C(COC(=O)c1oc2ccccc2c1COc1ccccc1)NCCN1C(=O)CSC1=O	-11	23
CCC(C(=O)O)N1C(=O)C2CCCCC2C1=O (centres undefined)	-1	2
COc1ccc(NS(=O)(=O)c2ccc(NC(=O)C(CCSC)NC(N)=O)cc2)cc1 (centres undefined)	4	11
CN1C(=O)C2(Nc3ccccc3-c3nc4ccccc4n32)c2ccccc21 (centres undefined)	-11	18
CCN1CCN(C(=O)CS(=O)(=O)Cc2nc(-c3ccc(C)cc3)oc2C)CC1	-17	5
COc1ccc(CCNc2nc(N3CCOCC3)nc(N3CCOCC3)n2)cc1OC	-43	25
CCCc1nnc(NC(=O)CCC(=O)NC2CCCc3ccccc32)s1 (centres undefined)	-19	1
O=C(COC(=O)c1ccccc1C(=O)c1ccc(Cl)cc1)NCC1CCCO1 (centres undefined)	-26	15
CC(=O)N(C)c1nnc(-c2cnccn2)s1	-6	30
COc1ccccc1CNC(=O)CCn1c(=O)oc2ccccc21	-18	9
Cc1nn(Cc2ccc(Cl)cc2)c(C)c1NC(=O)Cn1nc([N+](=O)[O-])c(Cl)c1C	-20	-2
O=C(/C=C/Sc1ccccc1)c1ccc(Cl)cc1	-8	10
CCN(CC)C(=O)Cn1ccc(NC(C)=O)nc1=O	-10	-3
COc1ccc(/C=N/NC(=O)c2nc(-c3ccccc3)n(-c3ccccc3)n2)cc1	-9	35
CSC1=NCCN1C(=O)c1ccc(Br)o1	-5	12
CCOC(=O)NC(Cc1c[nH]c2ccccc12)C(=O)NCCc1ccc(S(N)(=O)=O)cc1 (centres undefined)	-24	10
COc1ccc(CNC(=O)C(c2cccs2)N(C(=O)c2csnn2)C2CC2)cc1 (centres undefined)	-18	8
COc1ccc2c(c1)c(CCN1C(=O)c3ccccc3C1=O)cn2C(=O)c1ccco1	-20	-1
COc1ccccc1CNC(=O)CSc1ccsc1[N+](=O)[O-]	-19	24
COc1ccccc1NCN1C(=O)CCC1=O	-2	9
O=C(c1cc2ccccc2o1)c1cccs1	-6	23
Cc1nn(-c2ccccc2)cc1/C=N/O	-5	6
Nc1cc(Nc2ccccc2)c2nonc2c1[N+](=O)[O-]	-11	34
CCOC(=O)Cc1csc(SCc2cc(=O)oc3cc(O)ccc23)n1	-12	17
O=c1c(Cl)c2oc3ccccc3nc-2c2ccccc12	-3	5
CCOC(=O)C1=C(CN2CCOCC2)NC(=O)NC1c1cc(C)ccc1C (centres undefined)	-20	6
CC1CN(C(=O)c2nn(C)cc2[N+](=O)[O-])CC(C)O1 (centres undefined)	-1	14
COc1ccc(-n2c3c(c(=O)[nH]c2=O)C(NS(=O)(=O)c2ccc(Cl)cc2)(C(F)(F)F)C(=O)N3)cc1 (centres undefined)	2	8
O=C(CNC(=O)N1CC(=O)Nc2ccccc21)NCCc1ccc(Cl)cc1	-24	1
CN(Cc1c(C(=O)N2CCc3ccccc3C2)nc2ccc(Cl)cn12)C(C1CC1)C1CC1	-33	18
COc1cccc(CNC(=O)CCCSc2ccccc2)c1	-27	9
COc1ccc2cc(C(=O)Nc3c(C)n(C)n(-c4ccccc4)c3=O)sc(=O)c2c1OC	-20	24
CCn1c(SCC(=O)NC2CCCC2)nnc1C(C)NC(=O)c1ccccc1Br (centres undefined)	-11	12
COc1ccccc1C(=O)NCCC(=O)Nc1nc2ccccc2[nH]1	-11	12
COCCNC(=O)C(OC(=O)c1cccs1)c1ccc(F)cc1 (centres undefined)	-22	16
CCOc1ccc(NCC2CCOC(C)(C)C2)cc1 (centres undefined)	-5	30
COC(=O)c1cccc(Oc2nc3c(c(=O)n(C)c(=O)n3C)n2C(C)C)c1	-11	14
COc1ccc(N2CC(C(=O)N/N=C/c3cc([N+](=O)[O-])ccc3O)CC2=O)cc1 (centres undefined)	-13	49
O=C(CCc1ccc(S(=O)(=O)NCc2ccccc2)cc1)NCc1ccc2c(c1)OCO2	3	11
Oc1nc(Nc2ccc(F)cc2)sc1/C=C1\C=Nc2ccccc21	23	93*
New compounds follow.
SMILES	OX1R antag-1	OX1R antag-2
Cc1ccccc1OCCNCC(C)O (centres undefined)	1	14
COc1ccccc1N1CCN(S(=O)(=O)c2ccc3nc(-c4ccccc4)[nH]c3c2)CC1	-11	9
COc1ccc(/C(C)=N/NC(=O)CNC(=O)c2ccncc2)c(OC)c1	-2	10
Cc1c(C(=O)NCc2ccccc2)oc2ccc(S(=O)(=O)N3CCC4(CC3)OCCO4)cc12	-14	21
Cc1cccc(C(=O)N(Cc2ccco2)c2c(N)n(Cc3ccccc3)c(=O)[nH]c2=O)c1	-22	1
CCC(=O)c1ccc(OCC(O)CNCc2ccc(F)cc2)cc1 (centres undefined)	-24	3
COCCN(C(=O)CSc1nnc(-c2cccc(OC)c2)n1C)c1c(N)n(Cc2ccccc2)c(=O)[nH]c1=O	18	6
